PLCg1 inh = PLC-gamma1 enzyme inhibitors, primary screen, biochemical, fluorescence, purified enzyme; fluorogenic substrate; inhibition, % at 12.2 µM; hit rate 0.84% among 370,000; 1-phosphatidylinositol 4,5-bisphosphate phosphodiesterase gamma-1 (Homo sapiens), P19174; in the data active means inhibition above about 9.5%
KLK7 zymogen act = proKLK7 zymogen activators, primary screen, biochemical, fluorescence intensity; Kallikrein-7 (Homo sapiens), P49862; purified proKLK7, EDANS-DABCYL substrate fluorescence; 100% is mature enzyme control, 0% vehicle; activation, % at 7 µM; hit rate 0.9% among 370,000; AID 652039, 2013;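 active means activation above the mean of all tested compounds plus 3 SD, computed per campaign excluding outliers beyond control limits, cut at about 13% in these data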
Target sequence (P49862 whole entry, looked up): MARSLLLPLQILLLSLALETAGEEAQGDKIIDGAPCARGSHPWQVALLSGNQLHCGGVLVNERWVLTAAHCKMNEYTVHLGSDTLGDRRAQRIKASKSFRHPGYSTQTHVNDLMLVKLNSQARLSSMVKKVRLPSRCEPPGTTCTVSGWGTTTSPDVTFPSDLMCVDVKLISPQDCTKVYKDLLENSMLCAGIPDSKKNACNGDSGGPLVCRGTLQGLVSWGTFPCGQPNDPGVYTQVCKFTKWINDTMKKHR
ARFGAP1 inh = inhibitors of rat ARFGAP1 GAP activity, primary screen, biochemical, fluorescence polarization, GDP tracer; Arfgap1-stimulated ARF1 GTP hydrolysis, GDP FP detection; AID 651572, 2012; inhibition, % at 16.5 µM; hit rate 0.26% among 360,000; ADP-ribosylation factor GTPase-activating protein 1 (Rattus norvegicus), Q62848;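 active means inhibition above a per-plate limit, mean inhibition of low control wells plus 3 SD, cut at about 25% in these data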;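 further: 0% = DMSO wells with enzyme and 100% = wells lacking Arfgap1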
Target sequence (Q62848 1-136 limits assumed): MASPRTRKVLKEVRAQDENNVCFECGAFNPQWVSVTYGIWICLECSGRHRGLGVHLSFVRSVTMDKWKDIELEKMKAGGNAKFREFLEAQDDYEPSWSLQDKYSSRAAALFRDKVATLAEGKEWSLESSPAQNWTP
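Repeats: one replicate per compound; assay system: rat Arfgap1 catalytic domain, aa 1-136; times: enzyme reaction 120 min at 25 °C after 20 min preincubation; detection: FP of antibody-bound GDP Alexa 633 tracer, ex 620/em 688 nm; benchmarks: high control wells lacking Arfgap1, low control full reaction with DMSO; reagent: human ARF1(Δ1-17)-GTP substrate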
Tn7 DDE FP = inhibitors of Tn7 peptide binding to fibrin DD(E), primary screen, biochemical, fluorescence polarization, human fibrin, Tn7 probe; Fibrinogen beta chain (Homo sapiens), P02675; FP displacement of FITC-Tn7 peptide from fibrin DD(E); 0% = median of compound wells per plate; inhibition, % at 8.3 µM; hit rate 0.13% among 370,000; AID 720508, 2013;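 active means inhibition above the mean of compounds falling within the control limits plus 3 SD of them, cut at about 14% in these data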;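 further: 0% = plate median of compound wells and 100% = 10 µM Aha-Tn7 peptide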
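System: human fibrin DD(E); quantity: Fibrin-DD(E) at 2 µM final; also added: fluorescent Tn7 probe at 0.1 µM; compound dosing: single nominal test concentration of 8.3 µM per compound; schedule: 10 min preincubation, 3 h with tracer, room temperature; detection: fluorescence polarization of the labelled Tn7 tracer; repeats: one replicate per compound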
ASAP1 GAP inh = inhibitors of human ASAP1 ArfGAP activity, primary screen, biochemical, fluorescence polarization; AID 624377, 2012; inhibition, % at 16.5 µM; ASAP1-stimulated ARF1 GTP hydrolysis, GDP FP detection; hit rate 0.19% among 360,000; in the data active means inhibition above about 25%;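 further: 0% = vehicle with enzyme and substrate and 100% = no enzyme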
Target sequence (Q9ULH1 325-724 limits assumed): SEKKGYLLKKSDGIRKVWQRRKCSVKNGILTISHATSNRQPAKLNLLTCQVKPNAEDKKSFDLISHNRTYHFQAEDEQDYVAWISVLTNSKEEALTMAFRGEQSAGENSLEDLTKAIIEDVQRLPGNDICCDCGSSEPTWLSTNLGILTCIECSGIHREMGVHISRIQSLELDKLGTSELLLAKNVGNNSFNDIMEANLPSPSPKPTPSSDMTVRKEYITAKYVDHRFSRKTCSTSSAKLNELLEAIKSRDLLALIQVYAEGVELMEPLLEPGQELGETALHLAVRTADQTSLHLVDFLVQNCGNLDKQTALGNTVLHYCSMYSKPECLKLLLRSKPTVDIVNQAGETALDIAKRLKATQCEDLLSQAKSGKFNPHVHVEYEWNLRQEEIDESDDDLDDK
DDE Tn6 FP inh = inhibitors of Tn6 peptide binding to fibrin DD(E), primary screen, biochemical, fluorescence polarization, human fibrin, Tn6 probe; Fibrin DD(E) TRITC-Tn6 fluorescence polarization displacement; inhibition, % at 8.3 µM; hit rate 0.21% among 370,000; AID 720509, 2013;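 active means inhibition above a per-campaign cutoff: mean of compounds within control limits plus 3 SD, cut at about 15% in these data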;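 further: 0% = median of all compound wells on the plate and 100% = blocking peptide control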
UHRF1 MBD2 ctr = UHRF1 methylated DNA binding inhibitors, primary screen, counter-screen for MBD2 inhibitor project, biochemical, TR-FRET, human UHRF1, single concentration; E3 ubiquitin-protein ligase UHRF1 (Homo sapiens), Q96T88; UHRF1 binding to methylated oligo; inhibition, % at 4.4 µM; hit rate 0.75% among 370,000; in the data active means inhibition above about 21%;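 further: UHRF1 SRA domain binding a hemimethylated CpG hairpin DNA probe; 0% = median of test compound wells and 100% = reference inhibitor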
PLCb3 inh = human PLC-beta3 inhibitors, primary screen, biochemical, fluorescence. 1-phosphatidylinositol 4,5-bisphosphate phosphodiesterase beta-3 (Homo sapiens), Q01970. hit rate 0.18% among 370,000. inhibition, % at 12.2 µM. Purified PLC-beta3, fluorogenic substrate. AID 720704, 2013; in the data active means inhibition above about 11%;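 further: 0% = median of compound wells on plate and 100% = full blocker control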
ADAM17 inh = ADAM17 inhibitors, primary screen, biochemical, QFRET; inhibition, % at 6.95 µM; Disintegrin and metalloproteinase domain-containing protein 17 (Homo sapiens), P78536; hit rate 0.83% among 370,000; recombinant ADAM17, EDANS/DABCYL FRET peptide cleavage;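 active means inhibition above the mean of compounds lying between control limits plus 3 SD, set per campaign, cut at about 8.5% in these data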;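 further: 0% = DMSO-only wells as the low control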
MBD2 inh = inhibitors of MBD2 binding to methylated DNA, primary screen, biochemical, TR-FRET, DNA-binding domain, human. Methyl-CpG-binding domain protein 2 (Homo sapiens), Q9UBB5. hit rate 0.31% among 370,000. MBD2 binding to methylated oligonucleotide. inhibition, % at 4.4 µM; in the data active means inhibition above about 13%
An asterisk follows results filed as active; i = inactive; · = not tested or not shown.

SMILES	PLCg1 inh	KLK7 zymogen act	ARFGAP1 inh	Tn7 DDE FP	ASAP1 GAP inh	DDE Tn6 FP inh	UHRF1 MBD2 ctr	PLCb3 inh	ADAM17 inh	MBD2 inh
COc1cc(C(=O)OC(C)CN2C(C)CCCC2C)cc(OC)c1OC (stereo not given)	-3	-0.6	32*	-1	2	-8	1	-4	-4	0
CC(NC(=O)c1ccc(N(C)C)cc1)C(c1cccs1)N1CCN(C)CC1 (stereo not given)	-4	0.4	8	4	-4	10	0	-2	-2	0
O=C(CC12CC3CC(CC(Br)(C3)C1)C2)Nc1nncs1	1	0.1	-10	4	6	-1	3	5	-2	5
CN1CCN(c2ccc(C(=O)NC3CCCCC3)cc2[N+](=O)[O-])CC1	-1	0.7	7	-3	-8	0	-4	2	-3	-5
COCCCN1C(=O)c2ccc(C(=O)OCC(=O)N3CCN(c4ccccc4)CC3)cc2C1=O	1	-0.4	2	-4	17	2	2	0	-2	-3
CCCC[C@H]1C2CC(OC(=O)Nc3ccc(C#N)cc3)C(C2)[C@H]2CCCCN21 (stereo not given in full)	0	-0.6	·	4	·	-2	-1	-4	-11	2
COC(=O)[C@]12C[C@H](CC(=O)N3CCC(c4ccccc4)CC3)C(=O)N(Cc3ccco3)C1=C[C@H](C(C)C)O[C@@H]2C1CC1	3	1.0	·	-5	·	12	-3	2	7	2
Cc1[nH]c2ccccc2c1C(O)c1ccncc1 (stereo not given)	-7	0.7	-4	-6	-1	1	-2	2	1	-3
CC(C)(C)NC(=O)CN(C(=O)c1snc(C(=O)NC2CCCCC2)c1N)c1ccccc1F	-50	-0.9	8	-4	3	4	-1	-87	-59	1
O=C(COc1cccc2cccnc12)N/N=C1\SCC(=O)N1Cc1ccco1	0	0.1	-5	1	-8	4	-3	-2	-5	-4
Cc1ccc(C(=O)NS(=O)(=O)c2ccccc2)cc1	1	-0.3	-8	-4	16	3	1	0	-3	0
COc1ccccc1NC(=O)COc1cc(Br)c(CNCCCN2CCOCC2)cc1OC	3	-0.5	4	-2	4	-8	5	-6	-1	2
COc1cc(CNc2ncnc3c2ncn3[C@H]2CN(Cc3ccc(C(=O)O)cc3)C[C@@H](CO)O2)cc(OC)c1OC	-2	0.1	2	-4	3	3	1	2	-2	3
CC(=O)NC1=NN(C(C)=O)C(C)(c2ccc(Br)cc2)S1 (stereo not given)	2	-0.4	-6	7	-1	0	-2	0	2	-4
c1ccc(-c2noc(-c3ccccc3-c3ccccc3)n2)cc1	-1	0.1	-3	7	4	2	-1	-3	-2	-2

ARFGAP1 inh: what is marked active above
SMILES	PLCg1 inh	KLK7 zymogen act	ARFGAP1 inh	Tn7 DDE FP	ASAP1 GAP inh	DDE Tn6 FP inh	PLCb3 inh	ADAM17 inh	MBD2 inh
COc1cc(C(=O)OC(C)CN2C(C)CCCC2C)cc(OC)c1OC (stereo not given)	-3	-0.6	32*	-1	2	-8	-4	-4	0

Remaining list, next part
SMILES	PLCg1 inh	KLK7 zymogen act	ARFGAP1 inh	Tn7 DDE FP	ASAP1 GAP inh	DDE Tn6 FP inh	UHRF1 MBD2 ctr	PLCb3 inh	ADAM17 inh	MBD2 inh
CCn1c(CNC(=O)c2cccs2)nnc1SCC(=O)Nc1ccc(Cl)cc1	2	0.7	31*	-4	2	1	2	-2	0	-4
O=C(Nc1ccc(Cl)cc1)N(Cc1nnc2n1CCCCC2)c1ccccc1	-1	-0.6	-9	-11	3	0	1	0	-3	-1
Cn1c(C(=O)NCCCN2CCc3ccccc3C2)cc2c(=O)n(C)c3ccccc3c21	-14	-0.3	9	2	6	12	-2	-22	-5	3
CCC(C)NC(=O)c1ccc(N2CC3CC(C2)c2cccc(=O)n2C3)c(NC(=O)c2ccc(Br)o2)c1 (stereo not given)	-3	0.2	17	-6	8	-8	6	-5	0	0
Cc1nc(NC(=O)C(C)(C)C)sc1-c1nc(N)sc1-n1cc(-c2ccccc2)nn1	1	0.8	-3	-5	-7	-4	-1	-2	4	-5
COc1ccccc1CCn1cnc(-c2cccc(Cl)c2)c1CC(C)C	3	0.3	5	2	10	-5	0	1	1	-3
O=C(O)C1CC=CCC1C(=O)NCCc1csc(-c2ccccc2)n1 (stereo not given)	1	-0.2	-7	5	2	4	2	-1	-3	-1
CCCCn1nnnc1NCc1cccs1	7	-0.3	13	-8	2	7	9	2	5	0
CSc1cccc(NC(=O)COC(=O)c2ccccn2)c1	1	-0.1	7	2	-4	0	-1	-3	-4	1
Cc1cc(C)cc(C(=O)NC(CC(N)=O)c2ccc(NC3CCCC3)c([N+](=O)[O-])c2)c1 (stereo not given)	1	-0.1	-3	8	-3	-5	-1	-1	-3	-5
COCCNC(=O)c1cc2cc3ccc(OC)cc3nc2o1	i	35*	-4	7	-20	4	-11	i	i	-2
N#CC1(NC(=O)COC(=O)c2cccc(-n3cnnn3)c2)CCCCC1	0	0.1	-7	13	13	-1	19	-3	-5	7
CCc1ccc(C(O)(c2ccccc2OC)C(CN2CCOCC2)c2ccccc2)cc1 (stereo not given)	1	0.6	1	-1	6	-3	-1	3	2	-1
Cn1c(=O)c2c(SCc3c(F)cccc3Cl)nc(CC(C)(C)C)nc2n(C)c1=O	0	0.3	8	-4	-3	-1	0	-4	-2	1
CSc1ncccc1C(=O)OCC(=O)N(C)C1CCS(=O)(=O)C1 (stereo not given)	5	-0.1	-2	-5	1	0	-2	4	0	-5

Part of the list above, with bars between the fields:
structure | PLCg1 inh | KLK7 zymogen act | ARFGAP1 inh | Tn7 DDE FP | ASAP1 GAP inh | DDE Tn6 FP inh | UHRF1 MBD2 ctr | PLCb3 inh | ADAM17 inh | MBD2 inh
CCCCn1nnnc1NCc1cccs1 | 7 | -0.3 | 13 | -8 | 2 | 7 | 9 | 2 | 5 | 0
COCCNC(=O)c1cc2cc3ccc(OC)cc3nc2o1 | i | 35* | -4 | 7 | -20 | 4 | -11 | i | i | -2
Cn1c(C(=O)NCCCN2CCc3ccccc3C2)cc2c(=O)n(C)c3ccccc3c21 | -14 | -0.3 | 9 | 2 | 6 | 12 | -2 | -22 | -5 | 3
Cc1nc(NC(=O)C(C)(C)C)sc1-c1nc(N)sc1-n1cc(-c2ccccc2)nn1 | 1 | 0.8 | -3 | -5 | -7 | -4 | -1 | -2 | 4 | -5

Following part
SMILES	PLCg1 inh	KLK7 zymogen act	ARFGAP1 inh	Tn7 DDE FP	ASAP1 GAP inh	DDE Tn6 FP inh	UHRF1 MBD2 ctr	PLCb3 inh	ADAM17 inh	MBD2 inh
Cc1cc(-c2nnc(SCC(=O)Nc3ccc(S(N)(=O)=O)cc3)n2N)n[nH]1	-2	-0.9	4	7	-3	-4	7	-8	1	6
O=C(O)C1C2C=CC(C2)C1C(=O)NCc1ccccc1F (stereo not given)	4	0.5	-11	1	-5	3	0	0	1	-3
CCCCCCCCNS(=O)(=O)CC1NCc2cc(F)ccc21 (stereo not given)	-9	-0.2	·	-2	·	7	-7	-10	0	2
c1ccc(-c2ccccc2-c2nc(-c3ccncc3)no2)cc1	-2	-0.2	1	-1	-5	-5	-4	-1	-1	-3
Cc1nc(Cl)c2oc3ccccc3c2n1	0	0.4	-7	3	2	-5	-1	-1	-3	0
O=c1nc(N2CCOCC2)ccn1-c1nc(-c2ccccc2)oc1-c1ccccc1	-46	0.2	17	-1	2	4	-3	-58	-4	1
CC(CNC(=O)c1ccccc1Cl)NC(=O)c1ccccc1Cl (stereo not given)	-3	-0.1	5	-2	-18	8	0	-6	-5	-2
CCn1c(=O)c(C(=O)CN(C)Cc2ccc(F)cc2)c(N)n(Cc2ccccc2)c1=O	1	0.5	-5	2	0	4	-2	-5	-5	0
Cc1cccc(C(=O)NC2CCN(CC(=O)Nc3ccc4c(c3)OCO4)CC2)c1	2	0.3	1	0	0	1	-3	-3	-1	0
CCCC1(CCC)NC(=O)N(CC(=O)Nc2ccc(Cl)c(S(=O)(=O)N3CCOCC3)c2)C1=O	11*	0.1	-12	3	0	-11	4	4	15*	-5
CCCC(=O)N/C(N)=N/c1nc2ccccc2o1	2	0.2	-13	2	-21	3	0	-5	-4	-5
CC(/C=C\c1ccccc1)=C/C(=O)O	2	0.3	10	-1	10	6	0	-12	-3	2
O=C(CCc1ccccn1)N1CCCC(Nc2ccc(F)cc2)C1 (stereo not given)	-1	-0.3	-13	7	6	1	-3	-5	-2	0

Three entries already listed, ordered by the number in KLK7 zymogen act, lowest first.
mol	KLK7 zymogen act
CCCC(=O)N/C(N)=N/c1nc2ccccc2o1	0.2
Cc1cccc(C(=O)NC2CCN(CC(=O)Nc3ccc4c(c3)OCO4)CC2)c1	0.3
CCn1c(=O)c(C(=O)CN(C)Cc2ccc(F)cc2)c(N)n(Cc2ccccc2)c1=O	0.5

Compound activity from PubChem.
